Compound activity as filed in PubChem BioAssay.
RSV CPE inhibition = RSV antiviral activity via CPE protection, HEp-2 cells, primary 10 µM value included (AID 2391); 0.13% of 310,000 active; CPE inhibition, % at 10 µM, or IC50 in µM where a hit was titrated; HEp-2 cells, RSV-induced CPE inhibition; higher % means a stronger effect; in the data active = a potency from the dose series; inconclusive = CPE inhibition mostly from about 23% at the one dose, without a potency; inactive = the rest, 99 in 100 with CPE inhibition below about 21%; also: strong numbers were not always called active
XIAP displacement = XIAP antagonists, biochemical, IAP family, fluorescence polarization (AID 1018) | XIAP BIR domain, fluorescence polarization peptide displacement; higher % means a stronger effect | one-dose displacement, % at 20 µM; IC50 in µM for titrated hits | 0.007% of 200,000 active; in the data active = displacement above about 50%; also: a part of the inactive calls stands beside numbers as strong as those of hits
PhoP inhibition = inhibitors of PhoP regulon expression, primary screen, Salmonella Typhimurium, GFP reporter (AID 1863); inhibition, % at 50 µM; hits with a dose series show IC50 in µM; 0.16% of 300,000 active; S. Typhimurium PhoP-regulated promoter GFP reporter, 4 h; higher % means a stronger effect;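 active = inhibition over 29.93%, a cutoff 3 SD above the screen mean, later confirmed by dose response; inconclusive = inhibition over 29.93% but no dose response follow-up; inactive = inhibition at most 29.93% or unconfirmed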;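 also: 0% = low Mg2+ inducing control and 100% = high Mg2+ repressing control; strong numbers were not always called active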
PMI inhibitors = MPI enzyme activity inhibition – biochemical, fluorescence intensity, coupled assay, primary screen (AID 1209); purified PMI enzyme, coupled fluorescence intensity; higher % means a stronger effect; inhibition, % at 20 µM; hits with a dose series show IC50 in µM; 0.42% of 190,000 active;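 also: plate controls were DMSO vehicle for no effect and wells lacking substrate for full effect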
Myeloid diff MLP = compounds promoting myeloid differentiation; ER-HoxA9 myeloid progenitors, lysozyme-GFP differentiation, flow cytometry; calls only at 10 µM; 1% of 360,000 active;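 active = normalized GFP-positive differentiation at or above the plate's own cutoff, the solvent-only control mean plus 3 SD; inconclusive = no clear call, values can overlap the other calls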;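 also: cells exposed to compound for four days before flow analysis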
TNAP activators = stimulation of alkaline phosphatase TNAP activity – biochemical, luminescent, no phosphate acceptor, uHTS, primary screen (AID 1001). purified TNAP, luminescent activation assay, no phosphate acceptor; higher activation fold means a stronger effect. one-dose activation fold at 20 µM; EC50 in µM for titrated hits. 0.03% of 200,000 active; in the data active = activation fold from about 3, or a potency from the dose series; inactive = the rest, 99 in 100 with activation fold below about 1.6; also: many of its hits are not listed in these tables
human PMI inhibitors = MPI inhibition at elevated mannose 6-phosphate – biochemical, fluorescence intensity, high mannose 6-phosphate, primary screen (AID 1220) | recombinant PMI enzyme, coupled fluorescence intensity; higher % means a stronger effect | inhibition, % at 20 µM; hits with a dose series show IC50 in µM | 0.66% of 190,000 active
WT yeast gro inh = growth inhibition of WT yeast, mitochondrial fusion screen; mitochondrial fusion phenotypic screen, WT strain; inhibition, % at 10 µM; 2.1% of 190,000 active; AID 1362; in the data active = inhibition above about 58%; tested in S. cerevisiae
SIAH1 antagonists = blockers of Siah-1 interaction with plectin peptide – biochemical, fluorescence polarization, rhodamine-plectin, uHTS, primary screen (AID 1817); Siah-1 / rhodamine-plectin peptide fluorescence polarization; higher % means a stronger effect; one-dose displacement, % at 20 µM; IC50 in µM for titrated hits; 0.02% of 290,000 active;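 active = displacement of at least 50% at 20 µM, with a fluorescence ratio check between 0.3 and a set limit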;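 also: plate controls were Siah plus tracer with DMSO for no effect and tracer alone without Siah for full effect; strong numbers were not always called active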
WT yeast gro inh mutant strain = recorded beside WT yeast gro inh, whose call it bears; inhibition, %; mitochondrial fusion phenotypic screen, mutant strain inhibition
Myeloid diff MLP GFP+ MAC1+ % = recorded beside Myeloid diff MLP, whose call it bears; GFP+ MAC1+ double positive, %; measured here: differentiation confirmed by MAC1 staining
Starred values were filed as active, the others as inactive; i = inactive; ? = inconclusive; · = no result given; + = active, no number; & = joins results of further samples. Rule as the data show it, unless noted: active = inhibition above about 50%; inactive = the rest. Compounds as they come; about 3.1% have a hit in one of these screens.

SMILES	RSV CPE inhibition	XIAP displacement	PhoP inhibition	PMI inhibitors	Myeloid diff MLP	Myeloid diff MLP GFP+ MAC1+ %	TNAP activators	human PMI inhibitors	WT yeast gro inh	WT yeast gro inh mutant strain	SIAH1 antagonists
CC(C)CCN1CCN(Cc2coc3ccccc3c2=O)CC1CCO (stereo unspecified)	1.0%	·	-3.1%	·	i	0.4	·	·	·	·	10.2%
COc1ccc(C(=O)Oc2coc(CSc3nnc(NC(=O)c4cccs4)s3)cc2=O)cc1	2.5%	-6.4%	-0.6%	5.8%	i	0.5	1.1	-4.3%	-5.0	-35.1	11.8%
O=C(CCn1ccc2cc(S(=O)(=O)N3CCCC3)ccc21)NCCc1ccccc1	6.2%	·	-5.6%	·	+	9.1*	·	·	·	·	7.1%
Cc1csc(Cn2c(CN(C)C)nc3ccccc3c2=O)n1	0.3%	-4.7%	-6.9%	0.2%	i	0.6	1.1	-8.2%	9.9	15.2	0.9%
Cc1[nH]nc2nc3c(c(OC(=O)c4ccccc4)c12)c(=O)n(C)c(=O)n3C	4.2%	-6.9%	-8.5%	15.7%	·	·	1.1	15.3%	3.7	8.7	-2.7%
O=C(NCC1CCCO1)C(=O)NCC(c1ccco1)N1CCN(c2ccccc2F)CC1 (stereo unspecified)	1.8%	-5.7%	6.0%	-59.0%	i	0.5	1	-90.9%	6.2	-7.1	-4.9%
O=C1CCC(=O)N1c1ccc(CSc2nc3ccccc3[nH]2)cc1	-1.5%	-3.7%	5.0%	4.8%	i	0.7	1	14.0%	21.3	0.9	-3.3%
CCCCC(=O)NS(=O)(=O)c1ccc(N=NN2CCOCC2)cc1	-0.2%	-6.8%	22.7%	2.3%	i	1.3	1.1	-9.9%	-5.0	2.5	6.3%
CCNC(=O)CC1C(=O)N(c2ccc(C)cc2)C(=O)N1CCc1sccc1C (stereo unspecified)	-0.4%	-8.8%	4.8%	-1.5%	i	0.3	1	8.0%	-10.5	-23.3	-0.9%
COc1ccc(NC(=O)O/N=C/c2ccc(N(C)C)cc2)cc1	19.2%	·	6.0%	·	i	0.6	·	·	·	·	1.0%
Cc1cccc(NC(=O)Cc2noc3ccccc23)c1C	2.5%	-3.9%	-2.8%	-0.3%	i	1.2	1.1	-1.1%	-9.3	-13.2	1.0%
O=C(NCc1ccccc1)C1CCCN1C(=O)Nc1ccccc1[N+](=O)[O-] (stereo unspecified)	1.2%	·	-2.6%	·	i	0.5	·	·	·	·	0.8%
O=c1c2c(nc3cc(-c4ccccc4Cl)[nH]n13)CCS2	3.2%	-3.6%	-8.0%	4.4%	i	0.4	0.9	14.7%	-0.5	18.5	-4.9%
O=C(CONS(=O)(=O)c1ccc(Cl)cc1)NCCNc1ncc(C(F)(F)F)cc1Cl	3.5%	-1.1%	4.4%	16.2%	i	0.2	1.1	16.4%	-9.7	-1.6	13.6%
C#Cc1ccc([C@H]2C=C(C(=O)O)O[C@@H](OCc3ccc(CO)cc3)C2)cc1	-0.5%	-8.1%	-1.3%	1.3%	i	2.0	1	9.9%	5.1	5.8	15.0%
CC1=NN(C(N)=S)C(=O)C1N=Nc1ccc([N+](=O)[O-])cc1 (stereo unspecified)	1.3%	·	-4.5%	·	i	0.4	·	·	·	·	2.6%
CCOc1cc(CNC2CCCC2)ccc1OCc1ccccc1Cl	-2.0%	-6.2%	-8.8%	3.3%	i	0.1	1.2	-1.3%	15.5	24.0	3.7%
CC(CNC(=O)CCc1nnc2ccc(N3CCC4(CC3)OCCO4)nn12)c1ccccc1 (stereo unspecified)	0.8%	·	4.9%	·	i	3.0	·	·	·	·	2.7%
Cc1cc(OCC(=O)Nn2cnnc2)c(C)cc1Br	2.1%	-2.2%	-4.2%	8.7%	i	1.4	1.1	5.2%	4.8	12.6	8.7%
O=[N+]([O-])c1ccc(Sc2ccc(Cl)c(Cl)c2)nc1	5.6%	-3.6%	-9.8%	-10.7%	i	0.4	1.1	-15.4%	-16.1	-13.5	0.9%
COc1ccccc1NC(=O)c1oc2ccccc2c1NC(=O)C1CC1	1.9%	·	-3.8%	·	i	3.0	·	·	·	·	6.8%
O=C1/C(=C/c2ccc([N+](=O)[O-])cc2)Oc2cc(O)ccc21	?	·	4.8%	·	i	0.3	·	·	·	·	-3.3%
CCN(CC)CCCN(Cc1cc2cc3c(cc2[nH]c1=O)OCO3)C(=S)Nc1ccccc1OC	-2.1%	-3.2%	5.1%	13.9%	·	·	1	5.6%	-0.7	-5.0	1.9%
CCOC(=O)N1CCc2c(sc3c2c(=O)n(Cc2ccccc2)c(=O)n3CC(=O)NCCOC)C1	3.0%	-3.6%	5.0%	9.2%	i	0.9	1.1	12.9%	-30.1	9.2	3.2%
COc1ccc(-c2nn(-c3ccccc3)cc2CO)cc1	3.2%	-5.4%	14.9%	6.1%	i	0.6	1.1	5.5%	-5.0	11.2	-7.9%

Three entries out of the list, arranged by formula weight, low to high:
SMILES	RSV CPE inhibition	XIAP displacement	PhoP inhibition	PMI inhibitors	Myeloid diff MLP	Myeloid diff MLP GFP+ MAC1+ %	TNAP activators	human PMI inhibitors	WT yeast gro inh	WT yeast gro inh mutant strain	SIAH1 antagonists
Cc1cccc(NC(=O)Cc2noc3ccccc23)c1C	2.5%	-3.9%	-2.8%	-0.3%	i	1.2	1.1	-1.1%	-9.3	-13.2	1.0%
CCCCC(=O)NS(=O)(=O)c1ccc(N=NN2CCOCC2)cc1	-0.2%	-6.8%	22.7%	2.3%	i	1.3	1.1	-9.9%	-5.0	2.5	6.3%
O=C(NCC1CCCO1)C(=O)NCC(c1ccco1)N1CCN(c2ccccc2F)CC1 (stereo unspecified)	1.8%	-5.7%	6.0%	-59.0%	i	0.5	1	-90.9%	6.2	-7.1	-4.9%

The results go on.
SMILES	RSV CPE inhibition	XIAP displacement	PhoP inhibition	PMI inhibitors	Myeloid diff MLP	Myeloid diff MLP GFP+ MAC1+ %	TNAP activators	human PMI inhibitors	WT yeast gro inh	WT yeast gro inh mutant strain	SIAH1 antagonists
O=C(COc1ccccc1)Nc1ccccc1Oc1ccccc1	3.6%	0.8%	-0.1%	15.2%	i	0.7	1.2	5.4%	61.7*	23.9*	3.6%
COc1ccc(OC)c2sc(NNC(=O)C3COc4ccccc4O3)nc12 (stereo unspecified)	2.9%	-11.9%	0.7%	11.0%	i	0.2	2.3	-1.5%	-5.3	-4.8	-6.1%
Cc1ccc(CN2CCCN(Cc3cc(C)ccc3C)S2(=O)=O)cc1	2.3%	·	5.5%	·	i	0.6	·	·	·	·	0.6%
O=C(NC(=S)N1CCCCC1c1cccnc1)c1ccc(F)cc1 (stereo unspecified)	0.4%	·	0.6%	·	i	5.5	·	·	·	·	7.7%
Cc1ccc(-c2csc3ncn(/N=C/N(C)C)c(=O)c23)o1	0.1%	-5.4%	-5.4%	9.0%	i	0.6	1.1	8.0%	1.6	5.5	1.6%
O=C(N/N=C/c1ccccn1)c1sc2ccccc2c1Cl	8.2%	·	?	·	i	0.3	·	·	·	·	3.8%
COCCNC(=O)CSc1nc2cc3c(cc2c(=O)n1CCCC(=O)NCCc1ccc(OC)c(OC)c1)OCO3	-1.1%	-4.9%	0.2%	-12.0%	i	0.1	1.2	-11.7%	-1.6	3.2	-1.1%
COc1ccsc1NC(=O)OCc1ccc(Cl)cc1	3.8%	·	25.2%	·	i	0.3	·	·	·	·	3.4%
Cc1cccc(COc2ccccc2/C=N/Nc2ccc([N+](=O)[O-])cc2)c1	3.7%	-1.7%	1.3%	9.8%	i	2.5	0.9	7.2%	3.8	-14.6	2.2%
CC(=O)c1ccc(N2Cc3ccccc3C2=NC(=O)c2cccs2)cc1	1.2%	-0.8%	-1.5%	8.7%	i	0.2	1.1	-3.9%	2.3	4.2	3.2%
COCCn1c(SCc2nc3ccccc3s2)nc2ccccc21	17.4%	-2.7%	-1.7%	-11.4%	i	6.4	1.1	8.9%	15.2	15.5	1.5%
O=C(O)C1CCC(CNS(=O)(=O)c2ccc(Cl)cc2)CC1 (stereo unspecified)	5.5%	·	-8.3%	·	i	0.6	·	·	·	·	0.0%
CCOC1=NN(c2ccccc2)C(=O)/C1=C\N(C)C	3.9%	-6.7%	-3.6%	-21.9%	i	0.9	1.1	-15.7%	-3.9	8.3	-5.3%
Nc1c(C(=O)Nn2cnnc2)cc([N+](=O)[O-])cc1[N+](=O)[O-]	3.0%	-3.0%	6.4%	-14.5%	·	·	1	-20.1%	-5.9	-5.0	8.0%
Cc1cc(=O)oc2ccc(OC(C)C(=O)O)cc12 (stereo unspecified)	0.4%	-1.2%	20.4%	-16.1%	i	1.4	1.1	-10.1%	-15.1	-26.8	-3.5%
Cc1nccn1-c1c([N+](=O)[O-])c(=O)n(C)c2ccccc12	1.7%	·	-2.7%	·	i	0.6	·	·	·	·	-7.2%
Cc1ccccc1NC(=O)CCn1c(=O)oc2ccccc21	0.0%	-5.1%	-0.6%	4.6%	i	2.2	1.1	3.0%	-4.4	4.5	-0.8%
CC(C)(C)n1nc2c(c1NC(=O)COc1ccc3ccccc3c1)CS(=O)C2 (stereo unspecified)	1.2%	-1.7%	10.3%	11.1%	i	0.6	1.1	20.2%	-8.2	-3.4	-0.6%
COc1ccccc1-n1c(SCC(=O)N2CCOCC2)nc2cccnc21	4.1%	-12.7%	-0.6%	-3.1%	i	0.1	1	-1.9%	-11.2	8.7	2.1%
CC(C)CCn1c(N2CCCC2)nc2c1c(=O)[nH]c(=O)n2C	-0.8%	·	5.0%	·	i	0.5	·	·	·	·	-0.4%
O=C(Nc1nnc(-c2ccco2)s1)C1CCN(S(=O)(=O)c2ccc(Cl)cc2)CC1	-0.2%	-4.6%	6.2%	6.5%	i	1.7	1.1	3.6%	3.1	4.2	5.2%
COc1cc([N+](=O)[O-])ccc1NC(=O)CCCOc1ccc(C)cc1	1.0%	-22.8%	-5.4%	-0.1%	i	2.1	1	9.9%	-38.9	-20.7	0.2%
COC(=O)c1ccccc1NC(=O)Cn1ccnc1	1.3%	-4.4%	8.4%	-2.8%	i	0.7	1.1	-0.6%	0.8	7.0	6.3%
Cc1ccc(/C(C#N)=C\c2ccc(N3CCOCC3)o2)cc1	?	-6.7%	-8.7%	18.7%	i	7.7	1	14.1%	-18.2	-5.2	-4.7%
N#C/C(=C/c1cn(CC(=O)O)c2ccccc12)c1ccc(F)cc1	1.3%	-1.9%	-9.1%	-8.2%	i	0.8	1.1	2.9%	-3.3	3.8	21.6%
Cc1ccc(C2CC(=O)NC3=C2C(=O)CCC3)cc1Br (stereo unspecified)	2.5%	-9.7%	3.9%	6.9%	i	1.2	1.1	3.4%	-2.2	17.5	-4.1%
COc1cc2c(cc1O)CC[C@@H]1[C@@H]2CC[C@]2(C)[C@@H](O)CC[C@@H]12	6.7%	-1.9%	3.2%&-4.2%	1.7%	?	·	1	-4.7%	17.0	28.9	0.1%
CC(NC(=S)Nc1ccc(F)cc1)C(c1cccs1)N1CCOCC1 (stereo unspecified)	1.2%	-10.7%	-6.8%	1.9%	i	3.4	1.1	-8.9%	10.0	-6.0	5.0%
COc1ccc(CNC(=O)c2ccc(C)o2)cc1	1.0%	-6.4%	10.7%	6.3%	i	1.6	1	5.8%	-21.0	14.8	-1.1%
